Screening data deposited in PubChem BioAssay by several laboratories.
NR2F2 inh: NR2F2 (human) inhibition, primary screen. P24468. HEK293T NGFI-A luciferase reporter, luminescence. inhibition, % at 8.6 µM. 370,000 tested, 0.7% active. AID 686940;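 active = inhibition above a per-plate cutoff, mean inhibition of test wells between control levels plus 3 SD, cut at about 38% in these data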;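 also: cells cotransfected with COUP-TFII expression vector driving the NGFI-A reporter; 0% = median of COUP-TF2 test wells and 100% = reporter-only cells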
TROY NFkB inh: blocks TROY-dependent signaling in reporter cells. Q293 LMP1-TROYcd NF-kB luciferase reporter, 4 h. inhibition, % at 10 µM. 360,000 tested, 0.98% active. AID 1347056;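 active = compounds whose plate-normalised and pattern-corrected inhibition of the luciferase reporter signal at the single screening dose is 50% or more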
TWEAK-Fn14 inh: TWEAK-Fn14 signaling inhibition | 360,000 tested, 2% active | AID 1159606 | inhibition, % at 10 µM | TWEAK-stimulated Fn14 reporter cells, luciferase luminescence, 8 h; in the data active = inhibition above about 50%
NOD2-RIPK2 inh: blocks binding of human NOD2 to RIPK2. O43353. CHO BLA complementation NOD2-RIPK2, CCF4 ratio. inhibition, % at 4.98 µM. 360,000 tested, 0.38% active; in the data active = inhibition above about 21%;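 also: 0% = vehicle only and 100% = reference blocker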
Target sequence (O43353 whole entry, looked up): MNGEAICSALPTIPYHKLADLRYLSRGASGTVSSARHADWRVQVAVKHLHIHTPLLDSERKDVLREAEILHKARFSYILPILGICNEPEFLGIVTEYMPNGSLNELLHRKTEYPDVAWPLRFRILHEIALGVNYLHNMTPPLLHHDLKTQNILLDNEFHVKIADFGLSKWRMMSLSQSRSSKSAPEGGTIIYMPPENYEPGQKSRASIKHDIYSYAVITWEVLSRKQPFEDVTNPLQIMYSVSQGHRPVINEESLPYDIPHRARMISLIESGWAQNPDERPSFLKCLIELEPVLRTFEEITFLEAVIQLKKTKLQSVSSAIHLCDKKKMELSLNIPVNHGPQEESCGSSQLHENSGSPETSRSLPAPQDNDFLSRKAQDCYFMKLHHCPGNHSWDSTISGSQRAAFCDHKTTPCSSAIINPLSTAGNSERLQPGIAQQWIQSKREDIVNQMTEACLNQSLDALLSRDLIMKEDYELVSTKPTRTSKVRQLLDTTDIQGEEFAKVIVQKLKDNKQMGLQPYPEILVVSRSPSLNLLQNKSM
NCOA1 inh: human NCOA1 inhibition; Q15788; HEK293 GAL4-SRC1 luciferase reporter, luminescence; inhibition, % at 3.6 µM; 360,000 tested, 0.12% active;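 active = inhibition above the campaign mean plus 3 SD, with each screening campaign given its own cutoff, cut at about 60% in these data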;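 also: 0% = DMSO treated cells and 100% = gossypol at 36 µM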
TLR9-MyD88 block: TLR9-MyD88 interaction inhibition; Q9NR96+Q99836; CHO BLA complementation TLR9-MyD88, CCF4 FRET ratio; inhibition, % at 4.98 µM; 340,000 tested, 0.21% active;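 active = inhibition above the mean over all tested compounds plus 3 SD, cut at about 21% in these data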;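 also: 0% = DMSO only wells and 100% = clavulanate BLA inhibitor control wells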
NR5A2 inv ag: suppresses constitutive activity of human LRH-1 | O00482 | HEK293T StAR-luciferase reporter, LRH-1 transfected, 24 h | inhibition, % at 3.6 µM | 360,000 tested, 0.13% active | AID 602396;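 active = inhibition above the mean inhibition of all tested compounds plus 3 SD, cut at about 73% in these data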;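 also: 0% = DMSO wells and 100% = reporter-only cells lacking LRH-1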
NCOA2 inhibitor: human SRC2 (NCOA2) inhibition | Q15596 | HEK293 GAL4-SRC2 luciferase reporter, luminescence | inhibition, % at 9 µM | 370,000 tested, 0.17% active | AID 651957;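 active = inhibition above the mean inhibition of all tested compounds plus 3 SD, set per campaign, cut at about 52% in these data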;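 also: 0% = DMSO treated cells and 100% = cells given Gossypol at 36 µM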
NCOA3 inh: inhibitors of human steroid receptor coactivator 3 (SRC3) | HEK293 GAL4-SRC3 luciferase reporter, luminescence | inhibition, % at 3.6 µM | 360,000 tested, 0.17% active | AID 588352;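 active = inhibition above a per-campaign cutoff, the mean of all compounds plus 3 SD, cut at about 60% in these data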;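 also: 0% = DMSO-treated cells and 100% = gossypol-treated cells at 36 µM; higher means less SRC3-driven luciferase light from the GAL4 reporter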
C8 TRAIL sens: caspase-8 TRAIL sensitization. NB7+C8 cells + TRAIL, ATPlite viability luminescence. inhibition (viability loss, TRAIL sensitization), % at 10 µM. 360,000 tested, 1% active. AID 624354;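 active = compounds causing at least 50% loss of cell viability in the single-dose screen, relative to plate controls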
LMP1 NFkB inh: inhibitors of Epstein-Barr LMP1-induced NF-kappaB reporter; LMP1-induced NF-kappaB luciferase reporter cells, luminescence; inhibition, % at 12.5 µM; 350,000 tested, 0.69% active; AID 504558; in the data active = inhibition above about 41%;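 also: 0% = neutral control wells and 100% = reference inhibitor control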
Numbers without * were called inactive; nt = not tested or not shown. Not all compounds are listed, so the mix of outcomes need not match the whole.

Short keys: A = NR2F2 inh; B = TROY NFkB inh; C = TWEAK-Fn14 inh; D = NOD2-RIPK2 inh; E = NCOA1 inh; F = TLR9-MyD88 block; G = NR5A2 inv ag; H = NCOA2 inhibitor; I = NCOA3 inh; J = C8 TRAIL sens; K = LMP1 NFkB inh
CCCCn1c(N(CCOC(C)=O)C(C)=O)nc2ccccc21
  A: 17 | B: 17 | C: -3 | D: -4 | E: 4 | F: 4 | G: -13 | H: -2 | I: -7 | J: -3 | K: 2

COC(=O)C1=C(C)C(c2ccc(OC)cc2OC)NC(=O)N1 (centres undefined)
  A: 2 | B: 10 | C: 5 | D: -1 | E: -2 | F: -3 | G: -12 | H: -12 | I: 8 | J: -12 | K: -3

Cc1cc(NC(=O)CSCC(=O)NCc2cccc(C(F)(F)F)c2)no1
  A: -20 | B: -9 | C: 1 | D: 3 | E: -3 | F: -1 | G: -9 | H: -4 | I: -6 | J: 8 | K: -3

COc1ccc(OCCSc2nnc(Cc3cccc4ccccc34)n2N)cc1
  A: 3 | B: -12 | C: -12 | D: 5 | E: -2 | F: -8 | G: 14 | H: -1 | I: -13 | J: -10 | K: 7

CCC(C)NC(=O)CSc1ccc(NC(C)=O)cc1 (centres undefined)
  A: 6 | B: -4 | C: -6 | D: -13 | E: -8 | F: -9 | G: -2 | H: -9 | I: -27 | J: -10 | K: -6

Cc1cc(C)cc(NC(=O)COC(=O)Cc2ccccc2F)c1
  A: -4 | B: -6 | C: 75* | D: 0 | E: -6 | F: -11 | G: -6 | H: 11 | I: -2 | J: -9 | K: 0

CCN(CC)C(=O)CSc1nnc(-c2ccco2)n1N
  A: 12 | B: -16 | C: 1 | D: -6 | E: -7 | F: -1 | G: -24 | H: 5 | I: 1 | J: 2 | K: 4

COc1ccc(S(=O)(=O)NCC(=O)N(CC(=O)NCC2CCCO2)c2ccccc2C)cc1 (centres undefined)
  A: 4 | B: 10 | C: 4 | D: -3 | E: -1 | F: 18 | G: 3 | H: -11 | I: -25 | J: 7 | K: -1

CC1=NN(c2nc(-c3ccccc3)cs2)C(=O)C1
  A: 2 | B: 55* | C: 66* | D: -2 | E: 3 | F: -7 | G: -9 | H: 24 | I: 11 | J: 13 | K: 1

CC(=O)c1cccc(NC(=O)C2CC(=O)N(c3cccc(C)c3C)C2)c1 (centres undefined)
  A: 0 | B: -7 | C: 4 | D: -11 | E: 15 | F: 5 | G: 11 | H: 10 | I: -18 | J: -4 | K: -4

CCCCN(CCCC)Cc1cc(=O)oc2ccccc12
  A: -11 | B: 5 | C: 13 | D: -1 | E: 1 | F: nt | G: -3 | H: 14 | I: 4 | J: 1 | K: nt

O=C(NNc1c(Cl)cc(Cl)cc1Cl)c1n[nH]c(=O)c2ccccc12
  A: -3 | B: -11 | C: -18 | D: -1 | E: 11 | F: -1 | G: 14 | H: 1 | I: -6 | J: 18 | K: -32

CCN(CC)CCNC(=O)/C(=C\c1cccn1C)NC(=O)c1cccs1
  A: 4 | B: -5 | C: -10 | D: -3 | E: -6 | F: -1 | G: -6 | H: 15 | I: 8 | J: -9 | K: -1

Nc1nc(N)nc(-c2cccc(Cl)c2Cl)n1
  A: -18 | B: -13 | C: 6 | D: -1 | E: -20 | F: 11 | G: 1 | H: -13 | I: -9 | J: 3 | K: 0

Cc1ccc(/C=C2\SC(=S)N(CCC(=O)NNS(=O)(=O)c3ccccc3)C2=O)cc1
  A: nt | B: -15 | C: 0 | D: -1 | E: -5 | F: 5 | G: -3 | H: nt | I: 15 | J: 18 | K: 0

CCOC(=O)c1c(C)[nH]c(C(=O)OC(C)C(=O)NC2(C#N)CCCCC2)c1C (centres undefined)
  A: -8 | B: -5 | C: 9 | D: 4 | E: 0 | F: 1 | G: 15 | H: -18 | I: 2 | J: -8 | K: -12

CCC(Sc1nc2ccsc2c(=O)n1Cc1ccc(C(=O)O)cc1)C(=O)Nc1cccc(OC)c1 (centres undefined)
  A: 5 | B: 9 | C: 27 | D: -12 | E: -4 | F: -1 | G: 12 | H: 3 | I: 1 | J: -17 | K: 25

CC(C)C(NS(=O)(=O)c1ccccc1)C(=O)NC1CCCC1 (centres undefined)
  A: 15 | B: -15 | C: -3 | D: -8 | E: -5 | F: 2 | G: -7 | H: 18 | I: -5 | J: -4 | K: 3

O=C(CNC(=O)c1ccccc1)NCC(=O)OCC(=O)c1ccc(F)cc1
  A: -11 | B: 3 | C: 7 | D: 3 | E: 2 | F: -2 | G: -12 | H: 13 | I: 17 | J: 3 | K: -10

Cc1ccnc(NS(=O)(=O)c2ccc(NS(=O)(=O)c3cc(Cl)ccc3Cl)cc2)n1
  A: 5 | B: 0 | C: 22 | D: -4 | E: 1 | F: 0 | G: -12 | H: -12 | I: 9 | J: -6 | K: -2

O=C1C(=O)N(CCN2CCOCC2)C(c2cccnc2)/C1=C(/O)c1ccc(Cl)cc1 (centres undefined)
  A: -3 | B: -19 | C: -5 | D: -1 | E: -23 | F: 0 | G: 0 | H: 2 | I: -1 | J: -7 | K: 1

CC(C)(C)n1nnnc1C(c1ccncc1)N(Cc1ccccc1)Cc1ccco1 (centres undefined)
  A: 5 | B: 10 | C: -7 | D: -11 | E: -1 | F: -3 | G: -27 | H: 7 | I: -18 | J: 3 | K: 4

CC(=O)Nc1ccc(C(=O)N(C)c2ccccc2)cc1
  A: 4 | B: 3 | C: -1 | D: 2 | E: -15 | F: -11 | G: 11 | H: 4 | I: 15 | J: -12 | K: 3

Four entries from above, set out differently:
Molecule: Nc1nc(N)nc(-c2cccc(Cl)c2Cl)n1
  NR2F2 inh: -18 | TROY NFkB inh: -13 | TWEAK-Fn14 inh: 6 | NOD2-RIPK2 inh: -1 | NCOA1 inh: -20 | TLR9-MyD88 block: 11 | NR5A2 inv ag: 1 | NCOA2 inhibitor: -13 | NCOA3 inh: -9 | C8 TRAIL sens: 3 | LMP1 NFkB inh: 0
Molecule: Cc1ccc(/C=C2\SC(=S)N(CCC(=O)NNS(=O)(=O)c3ccccc3)C2=O)cc1
  NR2F2 inh: nt | TROY NFkB inh: -15 | TWEAK-Fn14 inh: 0 | NOD2-RIPK2 inh: -1 | NCOA1 inh: -5 | TLR9-MyD88 block: 5 | NR5A2 inv ag: -3 | NCOA2 inhibitor: nt | NCOA3 inh: 15 | C8 TRAIL sens: 18 | LMP1 NFkB inh: 0
Molecule: CCOC(=O)c1c(C)[nH]c(C(=O)OC(C)C(=O)NC2(C#N)CCCCC2)c1C (centres undefined)
  NR2F2 inh: -8 | TROY NFkB inh: -5 | TWEAK-Fn14 inh: 9 | NOD2-RIPK2 inh: 4 | NCOA1 inh: 0 | TLR9-MyD88 block: 1 | NR5A2 inv ag: 15 | NCOA2 inhibitor: -18 | NCOA3 inh: 2 | C8 TRAIL sens: -8 | LMP1 NFkB inh: -12
Molecule: CCC(Sc1nc2ccsc2c(=O)n1Cc1ccc(C(=O)O)cc1)C(=O)Nc1cccc(OC)c1 (centres undefined)
  NR2F2 inh: 5 | TROY NFkB inh: 9 | TWEAK-Fn14 inh: 27 | NOD2-RIPK2 inh: -12 | NCOA1 inh: -4 | TLR9-MyD88 block: -1 | NR5A2 inv ag: 12 | NCOA2 inhibitor: 3 | NCOA3 inh: 1 | C8 TRAIL sens: -17 | LMP1 NFkB inh: 25
